High-throughput results: PubChem BioAssay, several laboratories
SUMO1-SIM PPI – alters human SUMO1 binding to SIM partners. P63165. SUMO1 binding to a labelled peptide, TR-FRET, 1 h. inhibition, % at 20 µM. actives 0.33% (n = 360,000); in the data active means inhibition above about 37%
bovine MsrA act – bovine methionine sulfoxide reductase A activation. purified bovine MsrA, absorbance read-out. activation, % at 10.6 µM. actives 0.3% (n = 360,000). AID 602163; in the data active means activation above about 7.5%;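 further: 0% = vehicle and 100% = reference activator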
LMPTP block – LMPTP (human) inhibition; recombinant LMPTP-A, OMFP fluorogenic substrate, fluorescence intensity; inhibition, % at 20 µM; actives 0.22% (n = 360,000);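 active means compounds that cut the enzyme signal by at least half of the control window in the single-dose screen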;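 further: plate controls were DMSO wells with enzyme plus substrate for no effect and substrate without enzyme for full effect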
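material = LMPTP-A | quantity = 0.625 nM enzyme | reagent = OMFP substrate, 400 µM final | buffer or medium = Bis-Tris pH 6.0, DTT, detergent | detection = endpoint fluorescence intensity from OMFP dephosphorylation | dosing = single 20 µM dose | read-out basis = % inhibition relative to no-enzyme and uninhibited control wells | control set = no-enzyme and uninhibited controls | timing = 50 min at room temperature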
STEP block – STEP (human) phosphatase inhibition; AID 588621; P54829; inhibition, % at 20 µM; recombinant STEP, OMFP fluorogenic substrate, fluorescence; actives 0.25% (n = 360,000);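 active means inhibition at 20 µM, scaled per plate between control wells, above about 37%, limit read from the data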;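 further: 0% = DMSO with enzyme and substrate and 100% = substrate only without enzyme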
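material = STEP tyrosine phosphatase | reagent = fluorogenic phosphatase substrate OMFP at 25 µM final | doses = single compound dose of 20 µM, 1% DMSO final | schedule = 20 min reaction, room temperature, in the dark | measured by = fluorescence, 480/540 nm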
CendR NRP1 mod – modulators of CendR peptide binding to human neuropilin-1. FAM-RPARPAR peptide binding to NRP-1, fluorescence polarization. inhibition, % at 25 µM. actives 0.85% (n = 360,000). AID 602438;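 active means inhibition or corrected inhibition above about 18%, plus a signal ratio from 0.5 to 1.5, limit read from the data, passing the limit was not always enough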; further: strong numbers were not always called active
MsrA inhibitor – inhibitors of bovine MsrA | actives 0.75% (n = 360,000) | AID 651718 | purified bovine MsrA, absorbance read-out | inhibition, % at 15.5 µM; in the data active means inhibition above about 4.5%;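 further: 0% = vehicle wells with enzyme and 100% = reference inhibitor wells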
DNMT1 inh – inhibitors of human DNMT1; inhibition (reported as % activation of signal), % at 10 µM; actives 0.83% (n = 360,000); DNMT1 molecular beacon, Hinp1I cleavage, fluorescence; P26358; AID 588458; in the data active means inhibition above about 50%
Target sequence (P26358 504-1616 limits assumed): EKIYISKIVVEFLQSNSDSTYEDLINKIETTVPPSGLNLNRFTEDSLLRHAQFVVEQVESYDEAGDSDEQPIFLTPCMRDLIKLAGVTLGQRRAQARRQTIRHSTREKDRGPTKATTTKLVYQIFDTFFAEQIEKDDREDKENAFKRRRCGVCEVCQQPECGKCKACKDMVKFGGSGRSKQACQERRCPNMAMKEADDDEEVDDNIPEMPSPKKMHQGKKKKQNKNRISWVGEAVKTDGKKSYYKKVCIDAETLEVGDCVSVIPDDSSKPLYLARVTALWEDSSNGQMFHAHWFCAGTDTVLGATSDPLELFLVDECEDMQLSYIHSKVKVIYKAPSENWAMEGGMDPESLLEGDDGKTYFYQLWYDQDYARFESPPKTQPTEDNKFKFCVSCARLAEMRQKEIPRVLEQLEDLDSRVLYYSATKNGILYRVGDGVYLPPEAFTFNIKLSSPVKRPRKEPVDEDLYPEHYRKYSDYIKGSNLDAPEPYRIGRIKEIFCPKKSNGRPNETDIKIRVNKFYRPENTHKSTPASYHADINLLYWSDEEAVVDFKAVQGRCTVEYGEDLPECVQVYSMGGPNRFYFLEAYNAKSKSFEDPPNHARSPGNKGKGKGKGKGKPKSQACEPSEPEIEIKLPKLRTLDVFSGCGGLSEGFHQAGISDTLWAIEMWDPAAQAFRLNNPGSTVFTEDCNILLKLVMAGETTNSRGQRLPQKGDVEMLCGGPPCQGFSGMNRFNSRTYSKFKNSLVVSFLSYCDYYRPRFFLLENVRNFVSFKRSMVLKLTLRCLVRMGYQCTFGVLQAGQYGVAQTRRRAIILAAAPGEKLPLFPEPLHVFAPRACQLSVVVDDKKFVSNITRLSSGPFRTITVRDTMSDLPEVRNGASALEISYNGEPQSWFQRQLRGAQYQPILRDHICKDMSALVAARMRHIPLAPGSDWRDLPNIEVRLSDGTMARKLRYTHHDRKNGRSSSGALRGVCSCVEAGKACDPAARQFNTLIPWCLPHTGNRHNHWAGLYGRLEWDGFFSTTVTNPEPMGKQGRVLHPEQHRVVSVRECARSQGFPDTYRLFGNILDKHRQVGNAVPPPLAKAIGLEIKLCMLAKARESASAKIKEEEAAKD
TbMetRS inhib – Trypanosoma brucei MetRS inhibition; purified T. brucei MetRS, ATP depletion, Kinase-Glo luminescence; AID 624268; inhibition, % at 11.9 µM; actives 0.4% (n = 360,000);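 active means inhibition above a per-plate cutoff of the control wells' mean inhibition plus 3 SD, cut at about 5.5% in these data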;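 further: 0% = DMSO wells median and 100% = median of wells with control inhibitor compound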
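Test system – parasite MetRS enzyme · Reagent – substrates ATP, L-methionine and bulk Escherichia coli tRNA · Doses – 11.9 µM compound single dose, 0.9% DMSO · Times – 15 min enzyme-compound preincubation, 2 h reaction, 10 min detection, 25 °C · Signal – Kinase-Glo luminescence, ATP depletion format · Controls – DMSO-only wells as low control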
E coli Lon inh – E. coli protease La inhibition; P0A9M0; inhibition, % at 7.94 µM; actives 0.42% (n = 360,000); AID 602123; purified E. coli Lon protease, fluorescence polarization; in the data active means inhibition above about 13%, passing the limit was not always enough;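 further: 0% = enzyme with probe and DMSO and 100% = no enzyme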
Scp-1 inhibitor – Scp-1 (human) phosphatase inhibition; actives 0.88% (n = 340,000); inhibition, % at 20 µM; Q9GZU7; Recombinant Scp1, phosphopeptide, malachite green phosphate absorbance; AID 493091;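 active means inhibition above about 50% at 20 µM, limit read from the data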;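 further: plate controls were DMSO wells with enzyme for no effect and wells lacking enzyme for full effect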
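Assay system: SCP-1 catalytic fragment, aa 76-261 | Buffer or medium: Tris acetate buffer pH 5.5 with MgCl2 and Tween-20 | Compound: One concentration, 20 µM, with 1.0% DMSO | Also added: Phospho 17-mer peptide substrate | Signal: Absorbance at 630 nm | Incubation: 45 min enzyme reaction at room temperature | Measure: % inhibition of SCP-1 phosphate liberation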
Starred values were filed as active, the others as inactive; . = not tested or not shown.

SMILES	SUMO1-SIM PPI	bovine MsrA act	LMPTP block	STEP block	CendR NRP1 mod	MsrA inhibitor	DNMT1 inh	TbMetRS inhib	E coli Lon inh	Scp-1 inhibitor
CC1CCCCN1C(=O)N[C@@H](Cc1ccccc1)C(=O)O (stereo partly drawn)	-1	-2	-0.3	-3	-2	1.3	2	-0.4	-2	-4
Cc1noc(C)c1COC(=O)c1ccccc1Oc1ccccc1	-2	1	0.0	4	-7	-0.3	-1	0.2	-3	-10
COc1ccc(Nc2ncccc2C(=O)Nc2ccccc2)cc1	1	-9	1.3	-1	2	0.7	-7	-0.8	-3	3
CCOCCn1c(=O)c2c(nc3n2CCN3c2ccc(CC)cc2)n(C)c1=O	13	-1	0.8	1	14	1.6	-1	-0.4	4	-4
O=C(NCC1c2ccccc2CCN1C(=O)CN1C(=O)c2ccccc2C1=O)C1CCCCC1 (stereo not drawn)	-4	2	-0.2	-3	7	-0.4	-1	0.2	3	-12
S=C(Nc1cccc(Cl)c1Cl)N1CCC2(CC1)OCCO2	1	-4	-0.1	2	-8	1.6	0	-0.6	-15	-6
O=C(CCCSCCCC(=O)NN=Cc1ccccc1)NN=Cc1ccccc1	-9	-1	-0.7	-4	-3	-0.9	-7	-0.3	5	-15
Cc1nn(C)c(C)c1/C=C/C(=O)c1ccc(Cl)cc1Cl	-12	-7	0.4	-3	8	6.4*	-2	1.2	-8	-2
O=C(N/N=C/c1ccccn1)c1cc(C2CC2)nc2ccccc12	-4	2	-0.4	2	-4	.	-1	0.7	-9	-9
COc1cccc(/C=N/Nc2nccnc2Cl)c1O	-14	-2	0.4	2	-4	3.2	-3	-1.3	12	-5
O=c1oc(CCCO)cc2ccc(C#Cc3cccnc3)cc12	-39	-2	1.4	1	-3	1.9	-1	-0.6	-14	-6
CC(C)NC(=O)c1ccc(C(C)C)cc1	-7	-4	0.0	-3	13	-0.2	-2	-0.6	1	-4
Cc1ccc(-c2nc3c4ccccc4ccn3c2Cc2ccccc2)cc1	-9	-7	3.5	1	-13	1.0	1	-2.1	2	.
COc1ccc(NC(=O)CSc2ccc(-c3cccnc3)nn2)cc1	1	-7	-0.5	2	2	-0.4	0	-0.3	-9	-8
CC(Nc1ccccc1)c1ccncc1 (stereo not drawn)	-1	-2	0.5	1	6	2.5	2	0.4	5	-1
O=C(CN1CCN(C(=O)c2ccco2)CC1)Nc1ccc2c(c1)OCCO2	2	-9	-1.0	-1	-5	0.0	0	-1.0	3	-2
CC1CC(=O)Nc2ccccc2N1C(=O)CSc1ncnc2sccc12 (stereo not drawn)	3	-1	0.0	0	-10	1.5	-10	0.1	-20	-6
CC(=O)c1cccc(N2C(=O)C3C4CCC(C4=C(C)C)C3C2=O)c1 (stereo not drawn)	-3	2	-1.6	-3	10	-0.1	7	-1.3	-1	-2
Cc1cc(=O)oc(C)c1C(=O)Nc1cccc2nonc12	-6	-4	-2.4	1	-2	1.1	-2	-0.8	4	-13
CCOC(=O)c1cnc(SCC(=O)Nc2ccc(NC(=O)CC)c(OC)c2)nc1N	2	-4	-0.2	1	16	1.2	2	-1.1	-1	5
Cc1cccc(NCc2ccc(Br)cc2)n1	4	-1	1.3	-2	6	3.4	2	1.7	-6	-9
CSc1ncc(F)c(N(CCO)CCO)n1	0	-6	-0.7	1	-2	-1.5	0	0.0	-11	1
CN(CC(=O)Nc1cccc(C(F)(F)F)c1)Cc1ccccc1	0	-3	-0.4	1	10	0.7	5	-0.5	-14	-10
Cc1cccc(OCCCCc2c(C)n[nH]c2C)c1C	-1	-3	3.2	7	-1	-0.6	2	-0.3	7	-3
CCn1c(NCc2ccco2)nc2ccccc21	-4	-2	0.3	-3	-4	-1.1	1	0.7	7	-6
Additional results follow.
SMILES	SUMO1-SIM PPI	bovine MsrA act	LMPTP block	STEP block	CendR NRP1 mod	MsrA inhibitor	DNMT1 inh	TbMetRS inhib	E coli Lon inh	Scp-1 inhibitor
COc1ccc(Br)cc1/C=C1\Oc2ccccc2NC1=O	2	-3	-0.8	1	1	-0.4	9	1.9	4	-17
CCOC(=O)c1c(-c2ccc(F)cc2)csc1NC(=O)CCN1CCOCC1	-3	-2	-0.8	2	5	0.7	-1	-0.2	-5	-8
Nc1nnc(C2CCCC2)s1	-3	1	-1.1	-1	0	0.7	1	0.3	-7	-8
COc1ccc(C(CNS(=O)(=O)c2ccc(F)cc2)N2CCN(C)CC2)cc1 (stereo not drawn)	0	0	0.7	1	2	-0.8	0	-0.4	-11	-3
Cc1ccc(NCC(=O)Nc2ccc(Br)cc2)cc1C	7	4	0.1	-1	-6	1.4	2	-0.2	-15	-4
COc1cccc(C2(O)CCN(C(=O)Cc3cccnc3)CC2)c1	-4	-4	-1.3	0	-38	-0.2	3	-0.5	-10	-7
O=C(CSc1ccsc1[N+](=O)[O-])N1CCCCCC1	-26	-6	-0.7	9	-2	2.4	2	-0.8	-8	4
O=C(COC(=O)c1cccc(C(F)(F)F)c1)NCc1ccccc1	1	-1	-0.5	-2	1	0.8	6	-0.5	10	-7
CC(C)CNS(=O)(=O)c1cc2c3c(c1)CC(=O)N3CCC2	5	-2	-0.5	-3	6	-1.8	0	-0.6	-4	-7
O=C1CC(c2cccc(F)c2)SC(N(c2ccccc2)c2ccccc2)=N1 (stereo not drawn)	-1	0	0.2	0	0	.	0	-0.8	1	5
N#CN=CN1CC=C(c2ccc(Cl)cc2)CC1	-2	-5	-0.9	1	-9	-1.2	1	-0.1	0	.
COc1ccc(/C=C2\SC(N)=NC2=O)cc1Cl	-20	-8	-0.7	3	12	2.4	3	-1.2	2	6
O=S(=O)(Nc1cc(S(=O)(=O)N2CCCC2)ccc1O)c1ccc(Cl)s1	12	-1	-0.6	-2	5	-0.4	1	0.5	-1	-7
CC(=O)N(CCC(Cc1ccccc1)c1ccco1)Cc1ccco1 (stereo not drawn)	3	-2	0.8	1	-21	-0.4	-9	0.3	-8	0
CC1CCCN(C(=O)CSc2nnc(-c3ccco3)n2C)C1 (stereo not drawn)	2	-7	-0.7	-2	6	0.4	2	-0.7	-5	-3
CC(NCC(O)COCCC12CC3CC(CC(C3)C1)C2)c1ccccc1 (stereo not drawn)	2	-2	0.1	3	10	-1.9	3	-0.5	1	-1
CC1CCCCN1C(=O)COC(=O)CNC(=O)c1sc2ccccc2c1Cl (stereo not drawn)	-2	0	0.2	2	4	2.5	0	-0.2	2	-5
C=CCn1c(SCC(=O)Nc2cc(C)cc(C)c2)nnc1-c1cnccn1	0	-4	-1.2	0	-12	-0.7	-4	0.6	7	-3
O=C(Nc1ccc(Cl)cc1F)C1CCN(S(=O)(=O)c2cccc3nonc23)CC1	2	-11	-0.3	0	0	0.0	2	-0.9	8	1

A second format for some results above.
mol,SUMO1-SIM PPI,bovine MsrA act,LMPTP block,STEP block,CendR NRP1 mod,MsrA inhibitor,DNMT1 inh,TbMetRS inhib,E coli Lon inh,Scp-1 inhibitor
Nc1nnc(C2CCCC2)s1,-3,1,-1.1,-1,0,0.7,1,0.3,-7,-8
COc1ccc(C(CNS(=O)(=O)c2ccc(F)cc2)N2CCN(C)CC2)cc1 (stereo not drawn),0,0,0.7,1,2,-0.8,0,-0.4,-11,-3
Cc1ccc(NCC(=O)Nc2ccc(Br)cc2)cc1C,7,4,0.1,-1,-6,1.4,2,-0.2,-15,-4
COc1cccc(C2(O)CCN(C(=O)Cc3cccnc3)CC2)c1,-4,-4,-1.3,0,-38,-0.2,3,-0.5,-10,-7
O=C(CSc1ccsc1[N+](=O)[O-])N1CCCCCC1,-26,-6,-0.7,9,-2,2.4,2,-0.8,-8,4
O=C(COC(=O)c1cccc(C(F)(F)F)c1)NCc1ccccc1,1,-1,-0.5,-2,1,0.8,6,-0.5,10,-7
CC(C)CNS(=O)(=O)c1cc2c3c(c1)CC(=O)N3CCC2,5,-2,-0.5,-3,6,-1.8,0,-0.6,-4,-7
O=C1CC(c2cccc(F)c2)SC(N(c2ccccc2)c2ccccc2)=N1 (stereo not drawn),-1,0,0.2,0,0,.,0,-0.8,1,5
N#CN=CN1CC=C(c2ccc(Cl)cc2)CC1,-2,-5,-0.9,1,-9,-1.2,1,-0.1,0,.
COc1ccc(/C=C2\SC(N)=NC2=O)cc1Cl,-20,-8,-0.7,3,12,2.4,3,-1.2,2,6
O=S(=O)(Nc1cc(S(=O)(=O)N2CCCC2)ccc1O)c1ccc(Cl)s1,12,-1,-0.6,-2,5,-0.4,1,0.5,-1,-7
CC(=O)N(CCC(Cc1ccccc1)c1ccco1)Cc1ccco1 (stereo not drawn),3,-2,0.8,1,-21,-0.4,-9,0.3,-8,0
CC1CCCN(C(=O)CSc2nnc(-c3ccco3)n2C)C1 (stereo not drawn),2,-7,-0.7,-2,6,0.4,2,-0.7,-5,-3
CC(NCC(O)COCCC12CC3CC(CC(C3)C1)C2)c1ccccc1 (stereo not drawn),2,-2,0.1,3,10,-1.9,3,-0.5,1,-1
CC1CCCCN1C(=O)COC(=O)CNC(=O)c1sc2ccccc2c1Cl (stereo not drawn),-2,0,0.2,2,4,2.5,0,-0.2,2,-5
